HCV core dimer = inhibitors of HCV core protein dimerization, primary screen, biochemical, TR-FRET, high-throughput; AID 1899, 2009; inhibition, % at 5 µM; TR-FRET GST/Flag-core106 dimerization, 1536-well; 300,000 compounds, 0.33% hits;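 active = inhibition above the mean of all tested compounds plus 3 SD, set per screening campaign, cut at about 45% in these data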
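System: GST/Flag-tagged HCV core106 proteins. Incubation: compound-protein-antibody incubation 4 h at 22.5 °C. Technique: HTRF with 340 nm excitation, 617/671 nm emission. Medium: KF-containing HEPES buffer, pH 7.45, DTT, CHAPS, BSA. Read-out: inhibition (%) from 671 over 617 nm ratio. Also added: Eu(K)-anti-GST 90 ng/mL plus XL665-anti-Flag 1 µg/mL.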
JMJD2C inh = inhibitors of GASC-1 histone demethylase, primary screen, biochemical, fluorescence, DELFIA europium; Lysine-specific demethylase 4C (Homo sapiens), Q9H3R0; GST-JMJD2C(1-420) H3K9me3 demethylation; inhibition, % at 2.35 µM; 330,000 compounds, 0.069% hits;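 active = more than half of a compound's replicate wells show inhibition beyond 50%, single wells judged on their own value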;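 also: signal counts dimethyl H3K9 product captured on neutravidin plate; 0% = median of DMSO wells and 100% = 0.3 times that DMSO median; strong numbers were not always called active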
procasp7 counter = procaspase-7 activators, primary screen, counter-screen for procaspase-3 activator project, biochemical, absorbance, HTS, human | Caspase-7 (Homo sapiens), P55210 | recombinant procaspase-7, Ac-DEVD-pNA absorbance 405 nm; D23A/D198A/D206A triple mutant, cannot self-cleave; scale: DMSO 0, 5 µM enzyme 100 | activation, % at 8.5 µM | 330,000 compounds, 0.093% hits | AID 463210, 2010;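 active = percent activation above the screen-wide mean plus 3 SD, cut at about 25% in these data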
Target sequence (P55210 whole entry D23A/D198A/D206A): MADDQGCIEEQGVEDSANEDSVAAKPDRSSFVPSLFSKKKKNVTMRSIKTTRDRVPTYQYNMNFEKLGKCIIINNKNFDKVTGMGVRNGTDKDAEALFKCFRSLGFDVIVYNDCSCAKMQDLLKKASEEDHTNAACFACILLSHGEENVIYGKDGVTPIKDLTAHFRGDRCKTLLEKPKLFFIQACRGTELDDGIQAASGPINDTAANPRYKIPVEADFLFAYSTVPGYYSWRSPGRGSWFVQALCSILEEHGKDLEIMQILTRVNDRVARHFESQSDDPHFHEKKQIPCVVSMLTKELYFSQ
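Assay system – Uncleavable procaspase-7 mutant enzyme · Quantity – 2 µM procaspase-7 mutant as dispensed · Times – 1 h preincubation, 2 h reaction · Dosing – single nominal 8.5 µM compound dose, 0.8% DMSO final · Buffer or medium – Zinc-free 50 mM HEPES buffer, pH 7.4, with NaCl and Triton X-100 · Detection – Epi-absorbance of released pNA at 405 nm, two timepoints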
PP5 inh = PP5 phosphatase inhibitors, primary screen, biochemical, fluorescence. purified PP5c, OMFP substrate fluorescence. Serine/threonine-protein phosphatase 5 (Homo sapiens), P53041. 320,000 compounds, 0.18% hits. inhibition, % at 6.7 µM. AID 1987, 2009;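 active = inhibition above the campaign's mean inhibition across all tested compounds plus 3 SD, cut at about 9.5% in these data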;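 also: 0% = DMSO only and 100% = 100 µM cantharidin control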
proCasp3 act = activators of human procaspase-3 D3A mutant, primary screen, biochemical, absorbance, PC-3 D3A mutant, single concentration | Caspase-3 (Homo sapiens), P42574 | recombinant procaspase-3 D3A, Ac-DEVD-pNA absorbance 405 nm | activation, % at 8.5 µM | 330,000 compounds, 0.11% hits;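 active = activation above the mean of all tested compounds plus 3 SD, cut at about 21% in these data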;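 also: 0% = DMSO alone and 100% = DMSO wells spiked with extra 5 µM PC-3 D3A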
Target sequence (P42574 whole entry D9A/D28A/D175A): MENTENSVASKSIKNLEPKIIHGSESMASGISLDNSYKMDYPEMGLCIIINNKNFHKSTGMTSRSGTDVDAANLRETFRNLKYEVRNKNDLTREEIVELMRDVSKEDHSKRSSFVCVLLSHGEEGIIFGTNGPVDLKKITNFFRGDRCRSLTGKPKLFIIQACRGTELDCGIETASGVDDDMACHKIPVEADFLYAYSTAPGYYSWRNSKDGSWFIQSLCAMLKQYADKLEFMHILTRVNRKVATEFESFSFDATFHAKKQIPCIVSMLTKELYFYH
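Test system: Procaspase-3 D3A mutant; medium: Zinc-free HEPES/NaCl buffer with 0.01% Triton X-100 at pH 7.4; reagent: DEVD-pNA substrate; doses: one concentration, 8.5 µM nominal, 0.8% DMSO; times: 1 h preincubation plus 2 h reaction at 25 °C; signal: Epi-absorbance at 405 nm of released p-nitroaniline, 0 and 120 min; replicates: singlicate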
Efflux pump mplx = inhibitors of Candida efflux pumps in yeast, primary screen, S. cerevisiae, Nile Red, multiplex. S. cerevisiae Candida pump triplex. 330,000 compounds, 0.44% hits. inhibition, % at 10 µM. AID 485275, 2010;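 active = plate passing quality check with inhibition over a set limit, or well fluorescence over plate mean plus 4 SD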;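 also: Nile Red retained in pooled yeast measured as flow cytometry median fluorescence; 0% = buffer negative control and 100% = Enniatin B positive control; higher means more Nile Red kept so more efflux inhibition; some compounds called inactive have numbers as strong as hits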
TPT1 inh = Candida albicans TPT1 enzyme inhibitors, primary screen, biochemical, fluorescence polarization. tRNA 2'-phosphotransferase TPT1 (Candida albicans SC5314). recombinant caTPT1, FP RNA substrate dephosphorylation. inhibition, % at 5 µM. 300,000 compounds, 0.81% hits. AID 1962, 2009;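 active = inhibition above the mean of all tested compounds plus 3 SD, set per screening campaign, cut at about 24% in these data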;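 also: plate controls were DMSO alone for no effect and ferristatin control at 100 nM for full effect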
PP1 counter = PP1-alpha phosphatase inhibitors, primary screen, counter-screen for PP5 inhibitor project, biochemical, fluorescence, OMFP substrate, single point | inhibition, % at 6.7 µM | purified PP1alpha | AID 2235, 2010 | Serine/threonine-protein phosphatase PP1-alpha catalytic subunit (Homo sapiens), P62136 | 320,000 compounds, 0.9% hits;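 active = inhibition above the mean inhibition of all tested compounds plus 3 SD, computed separately for each screening campaign, cut at about 15% in these data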
Target sequence (P62136 whole entry, looked up): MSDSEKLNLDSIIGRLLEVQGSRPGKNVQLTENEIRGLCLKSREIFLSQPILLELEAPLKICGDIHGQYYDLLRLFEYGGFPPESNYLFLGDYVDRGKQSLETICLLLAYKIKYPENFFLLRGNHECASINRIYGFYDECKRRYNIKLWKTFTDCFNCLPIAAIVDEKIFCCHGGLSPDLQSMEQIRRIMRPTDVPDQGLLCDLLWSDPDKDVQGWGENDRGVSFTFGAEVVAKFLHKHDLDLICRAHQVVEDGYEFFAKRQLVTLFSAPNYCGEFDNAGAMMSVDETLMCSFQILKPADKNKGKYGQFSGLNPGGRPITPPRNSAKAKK
Fh CTSL1 inh = Fasciola hepatica cathepsin L1 inhibitors, primary screen, counter-screen for PFM18AAP inhibitor project, biochemical, QFRET, fluorogenic peptide substrate; recombinant F. hepatica cathepsin L1, Z-Leu-Arg-MCA fluorescence; inhibition, % at 5.96 µM; 300,000 compounds, 0.49% hits; AID 1906, 2009;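 active = inhibition above the mean of all tested compounds plus 3 SD, set per screening campaign, cut at about 17% in these data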;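 also: 0% = plate median of test compound wells and 100% = 1 µM Z-Phe-Ala-diazomethylketone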
* marks the source's active call; other numbers are inactive results; . = not tested or not shown.

1	O=C(Nc1ccc(F)cc1)c1ccc(-n2cncn2)c([N+](=O)[O-])c1
2	Cn1cc(Br)c(-c2cccc(NC(=O)CCC(=O)O)c2)n1
3	Cc1cccc(CC2S/C(=N/N=C/c3ccco3)NC2=O)c1 (stereo unspecified)
4	CNC(=S)N(C1=NCC(c2ccc([N+](=O)[O-])cc2)S1)c1ccccc1 (stereo unspecified)
5	O=P(c1ccccc1)(c1ccccc1)c1cc(Br)cc(Br)c1OCCO
6	CCOC(=O)C1CCN(C(=O)CCNS(=O)(=O)c2cc(Br)cnc2N)CC1
7	CCCCN(C)CCCNC(=O)c1ccc2c(c1)N(CC)C(=O)c1ccccc1S2=O (stereo unspecified)
8	COc1ccc(-n2c(C)cc(C(=O)COC(=O)c3ccc(O)cc3O)c2C)cc1
assay / compound,1,2,3,4,5,6,7,8
HCV core dimer,9,0,-1,10,2,0,-1,.
JMJD2C inh,1,14,0,-6,-16,-35,9,.
procasp7 counter,3,5,3,-7,15,-9,0,9
PP5 inh,1.7,-0.7,-1.1,-0.8,0.4,0.7,-2.9,5.1
proCasp3 act,-1,3,-7,-2,5,-3,9,8
Efflux pump mplx,0.0,-0.1,-0.1,0.3,0.0,0.2,0.0,0.3
TPT1 inh,-5,0,-2,-6,-2,2,-2,.
PP1 counter,3,0,6,13,-2,1,-2,7
Fh CTSL1 inh,1,-1,3,10,-3,1,-2,.

9	Cc1ccc(C(=O)C(C)N(C(=O)c2ccc(Cl)cc2Cl)N2C(=O)CCCC2=O)cc1 (stereo unspecified)
10	Cc1nn(C)cc1NC(=O)Cn1nc(C(F)(F)F)cc1C1CC1
11	CC(=O)N1CC(C)Sc2ccc(S(=O)(=O)NCc3ccccc3Cl)cc21 (stereo unspecified)
12	O=C(COC(=O)C1CCCCC1)Nc1cc([N+](=O)[O-])ccc1F
13	CCCCn1c(-c2cccc(Br)c2)nc2cc3[nH]c(=O)c(C(C)C)nc3cc21
14	Cc1ccccc1NC(=S)N(Cc1cccnc1)Cc1ccccc1Cl
15	Cc1ccc(Oc2ccc(S(=O)(=O)Nc3ccc(C(=O)O)cc3)cc2)cc1
16	Cc1ccccc1-c1nnn(Cc2ccc(-c3nn[nH]n3)cc2)n1
assay / compound,9,10,11,12,13,14,15,16
HCV core dimer,-1,-1,2,0,4,-2,.,4
JMJD2C inh,3,-4,1,-9,8,4,.,32
procasp7 counter,3,-1,6,6,-7,11,-8,-4
PP5 inh,2.1,-0.5,2.9,0.0,1.7,1.8,-0.1,-0.5
proCasp3 act,0,7,5,1,7,0,6,2
Efflux pump mplx,0.0,0.2,0.0,0.0,0.2,0.1,0.2,0.0
TPT1 inh,1,-2,-1,2,7,-5,.,-4
PP1 counter,-2,4,-1,-3,13,1,2,-5
Fh CTSL1 inh,-1,-4,4,2,11,-4,.,-2

17	CC(C(=O)OCC(=O)Nc1ncc(Cl)cc1Cl)N1C(=O)c2ccccc2C1=O (stereo unspecified)
18	CSc1ccc(S(=O)(=O)NCCSc2ccccn2)cc1
19	Cc1cccc(C(=O)N2CCN(c3ncnc4c3cnn4-c3ccccc3)CC2)c1
20	O=S1(=O)N=C(Nc2ccc(N3CCOCC3)cc2)c2ccccc21
21	COc1ccc(COC(=O)Nc2cn(C)nc2C(F)(F)F)cc1
22	CCn1c(-c2cccn(Cc3ccccc3)c2=O)n[nH]c1=S
23	COc1ccccc1C(=O)NCCn1ccc2ccccc21
24	c1ccc(CN2CCC(Nc3nc(-c4cccs4)nc4ccccc34)CC2)cc1
assay / compound,17,18,19,20,21,22,23,24
HCV core dimer,3,0,3,-6,-1,-1,10,4
JMJD2C inh,-1,-14,-2,2,9,5,10,-15
procasp7 counter,3,-4,11,-1,3,-8,-15,-7
PP5 inh,-0.5,1.4,1.0,-1.7,-1.6,0.2,-5.4,4.7
proCasp3 act,-1,0,-3,11,5,4,6,12
Efflux pump mplx,0.0,0.1,0.0,-0.2,-0.1,-0.1,0.4,0.0
TPT1 inh,0,1,3,2,-2,-2,-14,-2
PP1 counter,3,2,2,-4,-2,-3,3,-1
Fh CTSL1 inh,0,2,1,5,5,6,-2,-1

Of the compounds above, 3 have a nitro group on carbon:
1	O=C(Nc1ccc(F)cc1)c1ccc(-n2cncn2)c([N+](=O)[O-])c1
4	CNC(=S)N(C1=NCC(c2ccc([N+](=O)[O-])cc2)S1)c1ccccc1 (stereo unspecified)
12	O=C(COC(=O)C1CCCCC1)Nc1cc([N+](=O)[O-])ccc1F
assay / compound,1,4,12
HCV core dimer,9,10,0
JMJD2C inh,1,-6,-9
procasp7 counter,3,-7,6
PP5 inh,1.7,-0.8,0.0
proCasp3 act,-1,-2,1
Efflux pump mplx,0.0,0.3,0.0
TPT1 inh,-5,-6,2
PP1 counter,3,13,-3
Fh CTSL1 inh,1,10,2

Next section
25	FC(F)C(F)(F)C(F)(F)C(F)(F)c1cc(-c2ccccc2)n[nH]1
26	CCCN(CC(=O)Nc1ccc(F)c(F)c1F)C(=O)c1cc([N+](=O)[O-])ccc1N1CCOCC1
27	O=S(=O)(c1ccc(Br)s1)N1CCN(c2ccc(F)cc2)CC1
28	Cc1cccc2sc(NC(=O)Cn3cccc3)nc12
29	NC(=O)c1cnn2c(-c3ccc(Cl)cc3Cl)ccnc12
30	COc1ccc(C(=O)Nc2ccc(NC(=O)CSc3nnc(-c4ccncc4)n3C)cc2)cc1
31	Clc1cccc(Cl)c1CSc1nnc(CN2CCOCC2)n1-c1ccccc1
32	Cc1[nH]n(C(N)=S)c(=O)c1N=Nc1cc(-c2ccc(Br)cc2)[nH]n1
assay / compound,25,26,27,28,29,30,31,32
HCV core dimer,2,3,4,-5,-2,-8,-2,2
JMJD2C inh,0,-4,19,5,-8,-12,11,-3
procasp7 counter,-9,-4,8,3,4,0,3,5
PP5 inh,11*,1.4,5.8,1.0,0.3,-3.8,0.3,3.3
proCasp3 act,0,1,-6,5,-4,-10,-3,-8
Efflux pump mplx,0.4,-0.1,-0.1,0.4,0.3,-0.4,-0.1,-0.2
TPT1 inh,3,1,6,-3,-1,0,-1,-1
PP1 counter,-4,-2,2,5,-2,9,1,7
Fh CTSL1 inh,12,5,-1,-1,2,7,3,-1

33	Cc1nonc1NC(=O)CSc1nc(C2CCCCC2)nc2ccccc12
34	COc1ccc(NCN2C(=O)CCC2=O)cc1
35	O=C(CCNC(=O)c1ccc(Cl)cc1)Nc1cccc(S(=O)(=O)N2CCCCCC2)c1
36	Cn1c(CNc2ccc(Br)cc2)nc2ccccc21
37	COc1cccc(N2CCN(CC(=O)Nc3ccccc3C(=O)NCc3ccccc3)CC2)c1
38	CCCOc1ccc(CC(=O)NCC2(c3ccccc3)CCOCC2)cc1OC
39	Cc1noc(C)c1S(=O)(=O)Nc1ccc(C#N)cc1
40	Cc1c(N=c2c(=O)c3ccccc3c2=O)c(=O)n(-c2ccccc2)n1C
assay / compound,33,34,35,36,37,38,39,40
HCV core dimer,10,0,-1,-1,.,-6,-3,-7
JMJD2C inh,7,-5,-4,4,.,0,3,15
procasp7 counter,7,15,2,11,-7,2,14,-2
PP5 inh,-0.8,3.1,3.2,0.8,3.7,1.5,-0.1,13*
proCasp3 act,-1,11,2,5,3,6,5,1
Efflux pump mplx,0.0,-0.1,0.2,0.2,0.0,0.0,-0.1,0.0
TPT1 inh,0,-6,-1,0,.,4,1,0
PP1 counter,3,-3,3,-2,4,-4,0,2
Fh CTSL1 inh,0,0,-12,-18,.,0,-2,56*

41	Nc1sc2c(c1C(=O)NC1CCS(=O)(=O)C1)CCCC2 (stereo unspecified)
42	CCOC(=O)C1(Cc2cccc(F)c2)CCN(C(=O)c2cnc(C)cn2)CC1
43	CCOCCCNC(=O)CCC(=O)NNc1nc2ccccc2c2nc(-c3ccccc3)nn12
44	Cc1ccc(CN(c2ccc(C(=O)N3CCOCC3)cc2)S(C)(=O)=O)cc1
45	CCC1(c2ccccc2)NC(=O)N(CC(=O)N(C)CC(=O)Nc2cccc(F)c2)C1=O (stereo unspecified)
46	CC(=O)Nc1ccc(NC(=O)c2c(C)noc2C)cc1
47	N/C(=N\O)c1ccc(Oc2ccccc2Cl)c([N+](=O)[O-])c1
48	C/C(=N\NC(=O)CCCOc1ccc(Cl)cc1C)c1ccc(C)o1
assay / compound,41,42,43,44,45,46,47,48
HCV core dimer,6,-4,4,-5,0,4,6,-5
JMJD2C inh,3,18,-11,8,6,-4,3,-27
procasp7 counter,-20,1,-3,0,-2,-4,5,7
PP5 inh,0.8,2.2,0.2,0.1,2.3,0.0,2.4,1.9
proCasp3 act,-18,-9,5,-8,-1,1,6,3
Efflux pump mplx,0.0,0.6,-0.1,0.2,0.7,0.4,0.0,-0.1
TPT1 inh,7,-1,0,4,-3,3,2,4
PP1 counter,2,-2,1,-4,-3,-4,2,4
Fh CTSL1 inh,-1,-2,-3,-8,0,3,-3,0

49	CCCn1c(NCc2ccccn2)nc2ccccc21
50	Cc1cc(C)nc(N/N=C/C2=C(O)CC(c3ccccc3)CC2=O)n1 (stereo unspecified)
51	CC(C)(C)c1ccc2c(c1)N(CC(=O)O)C(=O)CO2
52	c1ccc(Cc2nn[nH]n2)cc1
53	COc1ccc(NC(=O)COC(=O)C2CCN(C(=O)c3ccc(Cl)cc3)CC2)c([N+](=O)[O-])c1
54	CCN(CC(=O)Nc1ccc(NC(C)=O)cc1)C(=O)C1CC(=O)N(CCc2ccc(OC)c(OC)c2)C1 (stereo unspecified)
assay / compound,49,50,51,52,53,54
HCV core dimer,-6,-2,-2,5,.,0
JMJD2C inh,7,-3,-3,3,-6,59
procasp7 counter,3,5,-5,6,-6,5
PP5 inh,1.1,2.4,0.3,1.9,.,0.2
proCasp3 act,1,-8,9,6,-7,1
Efflux pump mplx,0.0,0.0,0.0,0.1,0.4,0.1
TPT1 inh,-4,-1,-2,1,.,0
PP1 counter,2,-2,3,-3,.,-5
Fh CTSL1 inh,0,3,6,2,.,0

An unsorted share of the library. About 2.9% of those tested had a hit in this group.
